CHRM5 agonist: CHRM5 agonism in calcium assay; P08912; CHO-K1 hM5 cells, Fluo-8 calcium fluorescence; 0% DMSO wells, 100% maximal acetylcholine response; activation, % at 3 µM; hit rate 0.19% among 360,000; AID 624037;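 active = activation above the run's mean over test compounds plus 3 SD, cut at about 23% in these data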;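 note: signal is peak over basal fluorescence ratio across the kinetic read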
Target sequence (P08912 whole entry, looked up): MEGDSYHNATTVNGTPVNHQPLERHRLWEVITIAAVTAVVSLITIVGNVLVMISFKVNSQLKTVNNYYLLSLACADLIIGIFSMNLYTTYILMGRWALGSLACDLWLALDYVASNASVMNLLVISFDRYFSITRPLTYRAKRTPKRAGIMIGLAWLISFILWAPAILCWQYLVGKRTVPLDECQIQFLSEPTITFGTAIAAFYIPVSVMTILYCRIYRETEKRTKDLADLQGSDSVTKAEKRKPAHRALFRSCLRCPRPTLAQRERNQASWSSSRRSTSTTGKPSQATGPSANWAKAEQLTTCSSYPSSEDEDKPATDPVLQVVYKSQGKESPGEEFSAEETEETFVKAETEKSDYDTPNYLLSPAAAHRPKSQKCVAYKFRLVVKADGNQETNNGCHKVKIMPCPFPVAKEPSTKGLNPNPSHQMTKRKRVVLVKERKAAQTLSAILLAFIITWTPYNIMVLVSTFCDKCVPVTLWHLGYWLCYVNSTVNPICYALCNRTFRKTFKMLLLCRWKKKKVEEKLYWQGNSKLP
M4 ag: CHRM4 agonism in calcium assay; P08173; CHO-K1 hM4/Gqi5, Fluo-8 calcium fluorescence; vehicle 0%, full acetylcholine response 100%; activation, % at 3 µM; hit rate 0.14% among 360,000; AID 624127;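 active = activation above the run mean over all test wells plus 3 SD, cut at about 32% in these data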;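 note: peak over basal fluorescence ratio per well then scaled between controls; 0% = DMSO wells and 100% = acetylcholine at EC100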
Target sequence (P08173 whole entry, looked up): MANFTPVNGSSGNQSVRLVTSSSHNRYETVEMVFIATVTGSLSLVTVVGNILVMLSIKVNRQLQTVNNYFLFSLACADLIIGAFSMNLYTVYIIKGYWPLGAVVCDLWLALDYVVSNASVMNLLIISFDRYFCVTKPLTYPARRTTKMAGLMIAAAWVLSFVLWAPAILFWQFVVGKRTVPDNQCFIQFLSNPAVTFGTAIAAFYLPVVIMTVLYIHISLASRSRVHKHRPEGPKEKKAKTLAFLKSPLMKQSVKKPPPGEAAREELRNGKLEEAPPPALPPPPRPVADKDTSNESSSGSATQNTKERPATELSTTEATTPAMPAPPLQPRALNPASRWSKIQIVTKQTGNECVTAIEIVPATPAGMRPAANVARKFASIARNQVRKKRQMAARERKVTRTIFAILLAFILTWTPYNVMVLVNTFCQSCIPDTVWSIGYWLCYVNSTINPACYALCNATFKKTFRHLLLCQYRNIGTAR
IDE cell inh: inhibitors of human insulin-degrading enzyme in cells. P14735. HEK cells, FAbetaB cleavage, fluorescence polarization. inhibition, % at 5.59 µM. hit rate 0.41% among 320,000. AID 434962;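 active = percent inhibition above the average of all tested compounds plus 3 SD, set per screening campaign, cut at about 16% in these data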;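 note: IDE supplied by intact live HEK cells; FP after avidin binding of uncleaved biotin substrate so inhibition keeps polarization high; 0% = DMSO wells and 100% = 60 µM reference IDE inhibitor Ii1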
M5 antag: antagonists of human muscarinic M5 receptor (CHRM5); P08912; CHO-hM5 cells, Fluo-8 calcium fluorescence, ACh EC80; inhibition, % at 3 µM; hit rate 0.59% among 360,000;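 active = inhibition above a per-plate cutoff, the mean of that plate's test compounds plus 3 SD, cut at about 27% in these data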;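 note: 0% = acetylcholine EC80 with DMSO and 100% = DMSO without agonist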
CRFBP-R2 agonist: agonists of human CRF-binding protein/CRF-R2 receptor complex; activation, % at 13.2 µM; hit rate 0.46% among 350,000; HEK293 CRF-R2/CRF-BP, calcium dye fluorescence (FLIPR); percent of saturating CRF peptide response;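 active = activation of at least 50%, plus an integration ratio under a set limit after plate pattern correction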;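 note: plate controls were neutral control wells without compound for no effect and CRF at EC100 for full effect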
CRFR2-BP antag: CRF-BP/CRF-R2 complex antagonism. HEK293 CRF-R2/CRF-BP, CRF-induced calcium fluorescence. inhibition, % at 11.8 µM. hit rate 0.59% among 350,000. AID 588475;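 active = inhibition of the ligand-induced calcium signal above about 50% at the single tested concentration, limit read from the data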
CHRM4 antagonist: blocks acetylcholine activation of human M4 receptor; CHO-hM4 cells, ACh EC80, Fluo-8 calcium fluorescence; inhibition, % at 3 µM; hit rate 0.73% among 360,000; AID 624125;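 active = inhibition above its plate's cutoff, the mean inhibition of sample wells plus 3 SD, cut at about 27% in these data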;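 note: 0% = acetylcholine EC80 with DMSO and 100% = DMSO without agonist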
M5 PAM: potentiates acetylcholine response at human M5 receptor | activation, % at 3 µM | hit rate 0.3% among 360,000 | CHO-K1 hM5, Fluo-8 calcium, ACh EC20 PAM; 0% = ACh EC20, 100% = ACh EC100 | AID 624038 | P08912;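 active = activation above the run cutoff, the mean activation of all test compounds plus 3 SD, cut at about 18% in these data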
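System: CHO-K1 hM5 cells. Reagent: acetylcholine, EC20 level. Compound dosing: single dose, 3 µM nominal final test concentration. Timing: Post-acetylcholine fluorescence recording 140 s. Detection: Fluo-8 calcium fluorescence. Read-out: % activation, ACh-normalized. Benchmarks: ACh EC20 and EC100 wells. Repeats: singlicate, one well per test compound.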
M4 PAM: potentiates acetylcholine response at human M4 receptor | CHO-K1 hM4/Gqi5, Fluo-8 calcium fluorescence, ACh EC20; 0% = ACh EC20, 100% = maximal ACh | AID 624126 | P08173 | activation, % at 3 µM | hit rate 0.4% among 360,000;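 active = activation above its plate's cutoff, the mean activation of sample wells plus 3 SD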; note: some results filed as inactive read as strong as hits
* hit, by the source's call; x = no result given; & = joins results of further samples.

cpd	SMILES	CHRM4 antagonist	M5 PAM	CHRM5 agonist	CRFBP-R2 agonist	M4 PAM	IDE cell inh	M4 ag	CRFR2-BP antag	M5 antag
1	O=C(NNC(=S)NC1CCCCC1)c1cccs1	1.7	-1.3	3.0	0.5	2.9	6.8	0.9	13.4	-3.1
2	O=C(O)c1ccccc1C(=O)Nc1ccc(-c2csc(-c3ccccc3)n2)cc1	4.1	0.9	-3.4	49.7	1.3	8.4	1.0	-64.6	-2.7
3	Cc1nc(SCC(=O)N2CCCC2=O)nc(C)c1C	13.1	-7.4	-0.3	0.3	-2.2	0.2	0.3	7.9	21.1
4	O=C(CN1C(=O)C2(OCCCO2)c2ccccc21)NCc1ccccc1	6.2	-7.0	1.0	3.9	4.6	9.5	0.6	7.3	4.4
5	CC(C)(C)CC(=O)Nc1cc(S(=O)(=O)N2CCOCC2)ccc1N1CCCC1	-9.4	6.6	0.4	1.5	18.3	2.2	0.4	-7.8	-8.0
6	CCC(=O)Nc1c(-c2ccccc2)c(=O)c2ccccc2n1C	4.3	9.0	7.1	1.2	-5.8	-0.3	6.9	10.2	-5.3
7	CCc1ccccc1NC(=O)CC(=O)Nc1ccccc1CC	0.5	9.4	2.6	-3.7	4.7	-1.0	-0.3	-17.6	-4.4
8	O=C(O)C1=C[C@H](c2ccc3c(c2)OCO3)C[C@H](OCCCCO)O1	4.4	-1.3	-1.7	-0.1	0.1	3.0	-1.8	-0.9	11.8
9	O=C(NCCCN1CCN(CCCNC(=O)c2cc([N+](=O)[O-])ccc2Cl)CC1)c1cc([N+](=O)[O-])ccc1Cl	6.5	-9.4	-2.9	0.3	-21.0	3.1	1.5	7.5	12.1
10	O=C(c1ccncc1)N(Cc1ccccc1)Cc1nc2ccccc2c(=O)[nH]1	-6.2	29.1*	6.5	0.5	-2.0	0.1	2.3	-23.7	-3.3
11	Cc1cc(=O)oc2cc3c(cc12)OCO3	-5.1	0.4	-4.5	19.8	1.6	-0.2	1.5	-24.7	3.6
12	COc1c(-c2ccc(O)c(O)c2)oc2cc(O)cc(O)c2c1=O	22.7	-9.7	5.4	-0.3	-2.0	7.0	11.0	-9.2	16.8
13	CCOC(=O)c1ccc(N2C(=O)c3n[nH]c(C)c3C2c2ccc(OC)cc2)cc1 (configuration not stated)	4.8	2.3	-0.8	-0.4	17.5	-2.1	-2.0	-13.8	-7.5
14	CCOC(=O)C1=C(N)Oc2ccc3ccccc3c2C1c1ccc(O)c(OC)c1 (configuration not stated)	1.4	-1.9	-3.8	-0.7	-0.8	x	0.6	24.1	4.9
15	CC(C)(C)NCC(O)c1cc(O)cc(O)c1 (configuration not stated)	-22.8	-3.6	0.3	-1.8	1.0	6.1	1.2	17.6	0.6
16	O=C1CC(=O)Nc2cc(S(=O)(=O)N3CCN(c4ccc([N+](=O)[O-])cc4)CC3)ccc2N1	0.3	-2.0	-2.9	-1.1	1.9	-7.1	0.5	1.7	-3.3
17	CCOC(=O)C(=O)Nc1nccs1	3.4	-0.7	-2.5	0.8	3.0	3.4	0.7	2.2	4.1
18	Nc1cc(=O)[nH]c(SCC(=O)Nc2cccc(Cl)c2)n1	2.8	-2.2	1.7	0.2	22.3	1.0	0.5	-5.9	-0.3
19	CCCCCCSc1cc(-c2nc3ccc(Cl)cn3c2NCCCC)ccc1OC	-9.7&-5.5	1.6&2.8	2.7&1.6	1.6	14.8&6.0	0.4	0.5&-0.3	-6.7	8.8&1.4
20	CCCNC(=S)NCc1ccc(Cl)cc1	-17.8	-6.1	-1.4	-4.5	-4.6	-2.4	0.2	27.9	-7.5
21	COC(=O)CCN(C(C)=O)c1ccc(N)cc1	0.6	4.9	-2.7	1.0	0.2	-1.6	-0.1	-1.5	-0.5
22	CC#CC(=O)N1CCC(CCc2ccccc2)(C(=O)OCC)CC1	7.5	-5.7	-5.0	1.8	-1.7	0.9	-0.3	-4.5	4.8
23	COc1ccc(OC)c(NS(=O)(=O)c2cccc3cccnc23)c1	5.2	-0.9	-2.3	-4.3	-3.8	-0.1	1.5	-11.2	2.0
24	Cc1ccc(C2Nc3ccccc3C(=O)N2Cc2ccco2)cc1 (configuration not stated)	1.3	-5.9	-7.6	2.5	-4.0	2.6	1.3	-3.0	6.5
25	COc1ccc(N2C(=O)C(Cl)=C(Nc3ccc(OC)cc3OC)C2=O)cc1	-3.8	19.2*	3.5	-0.9	4.4	-0.3	0.4	22.3	-1.4
26	C[C@@]12C(=O)Nc3cc(Cl)ccc3C(=O)N1[C@H]1c3cc(Br)ccc3OC[C@@H]1[C@@H]2c1ccccc1	0.1	-10.8	-2.2	5.6	-12.9	0.9	-0.7	-22.6	15.5
27	Cc1onc(-c2c(F)cccc2Cl)c1C(=O)OCN1C(=O)c2ccccc2C1=O	-6.8	-4.1	-2.5	1.4	-2.8	2.9	2.3	14.1	3.1
28	Cc1ccc(C(=O)NCc2ccccc2F)cc1S(=O)(=O)N1CCCC1	-2.6	-5.2	-0.9	0.5	-3.3	-1.1	2.4	6.3	18.2
29	COC(=O)c1ccc(OCC(O)CN2C(=O)c3ccccc3S2(=O)=O)cc1 (configuration not stated)	-14.5	1.6	5.1	10.0	1.0	5.9	5.3	58.2*	-4.3
30	Cc1ccc(C(=O)Nc2cccc3ncccc23)cc1[N+](=O)[O-]	-5.9	-4.5	-0.5	0.0	-2.9	7.6	2.8	7.1	-1.2

(cont.)
cpd	SMILES	CHRM4 antagonist	M5 PAM	CHRM5 agonist	CRFBP-R2 agonist	M4 PAM	IDE cell inh	M4 ag	CRFR2-BP antag	M5 antag
31	Cc1ccc(F)cc1C(=O)N1CCCC(C)(C(=O)NS(=O)(=O)C2CC2)C1 (configuration not stated)	5.7	4.3	0.2	x	0.6	x	0.3	x	-7.4
32	Cc1nnc(SCC(=O)N2CCN(S(=O)(=O)c3ccccc3)CC2)s1	-5.8	5.8	0.4	-0.3	-0.5	-0.9	1.4	7.5	9.6
33	CCOC(=O)c1c(S(=O)(=O)NCC(=O)N2CCN(c3ccccc3OC)CC2)c(C)n(C)c1C	0.6	-3.8	-3.0	0.3	0.4	0.8	1.8	-1.9	7.9
34	COc1ccc(OCCSc2nc3nc(C)cc(C)n3n2)cc1	4.7	1.4	4.3	-3.8	-0.4	-0.3	-0.2	4.3	1.2
35	Cc1ccc(Nc2nc(NCC3CCCO3)nc(N)c2[N+](=O)[O-])cc1 (configuration not stated)	-18.4	0.8	1.9	-2.5	14.8	3.7	0.2	-43.9	-1.7
36	COC(=O)c1c(-c2ccccc2OC)sc2ccc(OC)cc12	2.3	2.9	-0.8	0.6	4.4	1.3	-2.0	1.6	2.4
37	Cc1ccc(NC(=O)/C=C/c2ccc3c(c2)OCO3)nc1	-2.7	6.0	-1.6	-2.0	3.3	0.0	0.5	26.8	-4.4
38	O=C1NC(Cc2ccc(O)cc2)c2nc3ccc(Cl)cc3c(=O)n2-c2cc3ccccc3cc21 (configuration not stated)	-2.9	-4.5	1.4	5.7	-3.7	x	3.2	-19.1	10.1
39	COc1ccc(O)c(/C=N\NC(=O)CCn2nnc3ccccc32)c1	7.8	-2.8	-1.1	2.7	9.4	-3.0	1.6	-0.6	-2.7
40	COC(=O)c1sc2ccccc2c1NC(=O)c1ccc(S(=O)(=O)N2CCC(C)CC2)cc1	-24.2	0.0	-2.7	8.3	3.4	-0.5	1.1	-30.1	-8.9
41	CC1(C)CC(=O)CC2(C1)NCC(c1ccccc1Cl)c1c2[nH]c2ccccc12 (configuration not stated)	5.2	-5.1	-0.5	-3.1	-11.8	6.1	2.5	-25.8	8.0
42	Cn1cc(Cl)c(C(=O)OCC(=O)Nc2ccc(S(N)(=O)=O)cc2)n1	4.1	-4.2	-2.5	1.4	6.8	x	1.4	14.6	19.5
43	C=C1C(=O)C23C(O)C1CCC2C12CCCC(C)(COC(C)=O)C1C(O)C3(O)OC2 (configuration not stated)	42.0*	-5.5	3.5	7.7	-7.4	x	2.8	42.9	10.8
44	Cc1ccc(NS(=O)(=O)c2ccc3c(c2)CC(=O)N3)cc1F	4.7	12.7	3.3	0.0	-3.4	2.5	1.9	4.5	3.7
45	CCCOc1ccc(NC(=O)CNC(=O)c2cc(OC)cc(OC)c2)cc1OCCC	-0.6	-4.8	-3.7	0.8	1.4	1.2	1.4	18.0	13.0
46	O=C(Nc1cccc(S(=O)(=O)N2CCCCCC2)c1)c1ccc2c(c1)OCO2	-13.4	-13.6	-3.4	4.6	-4.0	-3.1	6.4	21.0	7.1
47	Cc1cc(-c2ccc(C(C)C)c(S(=O)(=O)Nc3cc(C)on3)c2)on1	10.1	-3.5	-6.8	0.5	-2.3	1.4	0.1	0.1	18.0
48	O=C(Nc1nnc(-c2ccc3c(c2)CCCC3)o1)c1c(F)cccc1F	-1.3	9.4	-1.9	-4.8	14.4	3.2	0.4	9.9	-0.2
49	Cc1cccc(NC(=O)c2ccc(COc3cccc4ccccc34)o2)n1	0.2	-2.7	-1.2	2.6	-9.9	2.2	-0.5	-2.6	4.8
50	CCOC(=O)C1C(c2ccccc2Cl)NC(=O)N(C)C1(O)C(F)(F)F (configuration not stated)	7.3	-7.4	-5.1	9.7	-9.7	2.9	0.6	1.6	-1.2
51	CC(=O)Nc1ccc2c(c1)CN(c1cc(C)ccc1C)CO2	4.8	-15.6	7.0	0.9	-6.8	-0.5	10.8	26.9	12.2
52	COc1cc(NC(=O)CN2C(=O)NC(C)(c3ccccc3)C2=O)c(C)cc1[N+](=O)[O-] (configuration not stated)	-13.9	-9.4	0.0	-1.5	0.2	4.8	6.8	5.9	2.1
53	O=C(NCc1ccc2c(c1)OCO2)c1nn2cccnc2c1Cl	-3.7	2.5	-4.5	2.7	5.0	-3.5	0.8	-20.9	-7.4
54	COC(=O)[C@]1(Cc2ccccc2)N[C@H](CN(C)C(=O)Nc2ccc(F)cc2)[C@@H]2C(=O)N(Cc3ccccc3)C(=O)[C@@H]21	5.0	-3.8	-0.8	-0.9	-3.9	-0.4	0.4	-16.8	7.0
55	COc1ccc(N2CCN(C3CC(=O)N(Cc4ccc(N5CCCC5=O)cc4)C3=O)CC2)cc1 (configuration not stated)	6.0	0.6	1.2	-0.9	2.9	2.9	3.2	2.6	1.6
56	Cc1ccc2c(c1)N(C(=O)CCC(=O)NCCCN1CCC(Cc3ccccc3)CC1)CCO2	3.2	-6.0	-3.8	-2.2	-14.8	-3.1	3.4	2.8	-1.0
57	CCc1ccc(-n2cc(-c3ccc(F)cc3)[n+]3c2SCCC3)cc1	6.5	-4.8	-10.6	1.0	-9.8	-0.9	0.8	-28.8	5.7

Part of the list above, set out differently:
55	COc1ccc(N2CCN(C3CC(=O)N(Cc4ccc(N5CCCC5=O)cc4)C3=O)CC2)cc1 (configuration not stated)
56	Cc1ccc2c(c1)N(C(=O)CCC(=O)NCCCN1CCC(Cc3ccccc3)CC1)CCO2
57	CCc1ccc(-n2cc(-c3ccc(F)cc3)[n+]3c2SCCC3)cc1
Assay by compound	55	56	57
CHRM4 antagonist	6.0	3.2	6.5
M5 PAM	0.6	-6.0	-4.8
CHRM5 agonist	1.2	-3.8	-10.6
CRFBP-R2 agonist	-0.9	-2.2	1.0
M4 PAM	2.9	-14.8	-9.8
IDE cell inh	2.9	-3.1	-0.9
M4 ag	3.2	3.4	0.8
CRFR2-BP antag	2.6	2.8	-28.8
M5 antag	1.6	-1.0	5.7

High-throughput results from PubChem.
